High-throughput results as filed in PubChem BioAssay.
Tau fibril ThT: qHTS for Inhibitors of Tau Fibril Formation, Thioflavin T Binding | Microtubule-associated protein tau (Homo sapiens), P10636 | recombinant tau K18 P301L (four-repeat tau fragment), heparin-induced fibrillization, ThT fluorescence | Potency, µM (top dose mostly 57.4 µM), inactives show at the top dose activity, negative = inhibition, actives largely listed as inhibitors | hit rate 2.1% among 270,000; active means well fitted inhibition curve with a large enough effect; inconclusive means small, poorly fitted or top-dose-only effect; further: nearly all actives have a fitted effect of over 55% in size
Target sequence (P10636 561-689 P618L limits assumed): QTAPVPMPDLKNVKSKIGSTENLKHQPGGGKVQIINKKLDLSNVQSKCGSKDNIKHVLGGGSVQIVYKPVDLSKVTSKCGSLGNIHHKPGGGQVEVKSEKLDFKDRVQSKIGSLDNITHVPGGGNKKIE
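Heparin-induced fibrillization of the P301L-mutant K18 repeat-domain fragment of human tau was followed by ThT binding in quantitative high-throughput format.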
* hit, by the source's call; u = inconclusive. On the % scale 0 is the no-effect control and ±100 the full control effect; potency means the concentration at half of the fitted maximal effect. The list is partial. The share of hits here may be higher or lower than overall.

entry	Compound	Tau fibril ThT
1	COc1ccc(-n2nc3c(N4CCC(C(=O)NCc5cccc(F)c5)CC4)nnc(C)c3c2C)cc1	-5.6%
2	CCOC(=O)N1CCC(NC(=O)c2c(C)nn(-c3ccc(C)cc3)c2-n2cccc2)CC1	-9.6%
3	Cc1c(C(=O)NCc2ccccc2)oc2c1-c1[nH]ncc1CC2	-6.5%
4	C=Cc1ccc(Cn2c(C(=O)O)c(CNCc3ccccc3)c3ccc(OC)cc32)cc1	u
5	CCC(=O)Nc1ccccc1-c1nc2ccccc2n(C(C)C(=O)Nc2ccc(OC)cc2)c1=O (stereo not drawn)	-5.7%
6	CCC(C)NC(=O)c1[nH]c2cc(C)ccc2c1Sc1ccc(Cl)cc1 (stereo not drawn)	-4.7%
7	CSc1ccc(CCNC(=O)CCn2c(=O)c3cccn3c3cccnc32)cc1	6.4%
8	CC(C)Oc1ccc(CNC(=O)c2ccc(NC(=O)N3CCSc4ncccc43)cc2)cc1	-16.9%
9	CCOC(=O)c1c(C)[nH]c(C)c1S(=O)(=O)N(C)CC(=O)Nc1ccc(C)c(N(C)C)c1	-16.2%
10	Cc1ccc(S(=O)(=O)c2nnn3c2nc(NCc2ccc4c(c2)OCO4)c2sccc23)cc1	16.6%
11	COc1ccc2c(c1)c1c(c(=O)n(-c3ccc(F)c(Cl)c3)c(=O)n1Cc1ccccc1C)n2C	6.7%
12	CCc1cccc(-n2c(=O)c3cccnc3n2CC(=O)NCc2ccccc2Cl)c1	10.8%
13	COc1ccc(-n2ccnc(NCCc3ccc(S(N)(=O)=O)cc3)c2=O)cc1	-11.9%
14	CCc1ccc(NC(=O)CC2C(=O)N(c3cccc(C)c3)C(=O)N2CCC(C)C)cc1 (stereo not drawn)	-1.9%
15	CCCCOC(=O)c1ccc(Nc2nc3ccc(C(=O)c4ccccc4)cc3n3cnnc23)cc1	6.3%
16	CC(C(=O)NCc1ccccc1F)n1ccc2cc(S(=O)(=O)N3CCCC3)ccc21 (stereo not drawn)	13.9%
17	CC(NC(=O)CCCn1c(=O)c2cccn2c2cccnc21)c1ccccc1 (stereo not drawn)	-4.0%
18	Cc1cc(C)cc(NC(=O)CN2C(=O)COc3ccc(S(=O)(=O)Nc4ccccc4)cc32)c1	3.4%
19	Cc1cc(-c2ccc(S(=O)(=O)Nc3ccc(Br)c(C)c3)s2)on1	13.1%
20	Cc1ccc(-c2nnc3ccccc3c2C(=O)Nc2ccc(F)cc2)cc1	6.4%
21	Cc1cc(CN2CCN(c3cccc(C)c3C)CC2)cs1	u
22	COc1ccccc1CNc1ccc(-c2nc(-c3ccco3)no2)cc1[N+](=O)[O-]	-12.9%
23	CCOC(=O)c1ccc(NC(=O)CCn2c(=O)c3cccn3c3cccnc32)cc1	-9.7%
24	CSc1ccc(CCNC(=O)Cn2ccc3cc(S(=O)(=O)N4CCCCCC4)ccc32)cc1	5.9%
25	Cc1ccc(C)c(S(=O)(=O)c2nnn3c2nc(NC(C)C)c2sccc23)c1	1.9%

A draw from above in order of length of the SMILES, highest first.
entry	Compound	Tau fibril ThT
11	COc1ccc2c(c1)c1c(c(=O)n(-c3ccc(F)c(Cl)c3)c(=O)n1Cc1ccccc1C)n2C	6.7%
1	COc1ccc(-n2nc3c(N4CCC(C(=O)NCc5cccc(F)c5)CC4)nnc(C)c3c2C)cc1	-5.6%
18	Cc1cc(C)cc(NC(=O)CN2C(=O)COc3ccc(S(=O)(=O)Nc4ccccc4)cc32)c1	3.4%
5	CCC(=O)Nc1ccccc1-c1nc2ccccc2n(C(C)C(=O)Nc2ccc(OC)cc2)c1=O (stereo not drawn)	-5.7%
2	CCOC(=O)N1CCC(NC(=O)c2c(C)nn(-c3ccc(C)cc3)c2-n2cccc2)CC1	-9.6%
15	CCCCOC(=O)c1ccc(Nc2nc3ccc(C(=O)c4ccccc4)cc3n3cnnc23)cc1	6.3%
24	CSc1ccc(CCNC(=O)Cn2ccc3cc(S(=O)(=O)N4CCCCCC4)ccc32)cc1	5.9%
8	CC(C)Oc1ccc(CNC(=O)c2ccc(NC(=O)N3CCSc4ncccc43)cc2)cc1	-16.9%
4	C=Cc1ccc(Cn2c(C(=O)O)c(CNCc3ccccc3)c3ccc(OC)cc32)cc1	u
16	CC(C(=O)NCc1ccccc1F)n1ccc2cc(S(=O)(=O)N3CCCC3)ccc21 (stereo not drawn)	13.9%
23	CCOC(=O)c1ccc(NC(=O)CCn2c(=O)c3cccn3c3cccnc32)cc1	-9.7%
12	CCc1cccc(-n2c(=O)c3cccnc3n2CC(=O)NCc2ccccc2Cl)c1	10.8%
19	Cc1cc(-c2ccc(S(=O)(=O)Nc3ccc(Br)c(C)c3)s2)on1	13.1%
17	CC(NC(=O)CCCn1c(=O)c2cccn2c2cccnc21)c1ccccc1 (stereo not drawn)	-4.0%
20	Cc1ccc(-c2nnc3ccccc3c2C(=O)Nc2ccc(F)cc2)cc1	6.4%
3	Cc1c(C(=O)NCc2ccccc2)oc2c1-c1[nH]ncc1CC2	-6.5%
21	Cc1cc(CN2CCN(c3cccc(C)c3C)CC2)cs1	u

The list goes on.
entry	Compound	Tau fibril ThT
26	Cc1ccc(NC(=O)CCS(=O)(=O)c2cc(Br)cc3c2N(C(=O)C2CC2)CC3)cc1	-3.5%
27	COc1ccccc1NC(=O)Cn1c(=O)n(Cc2ccccc2)c(=O)c2c1c1cc(C)ccc1n2C	-1.4%
28	CCOC(=O)c1cccc(NC(=O)c2cc3ccccn3n2)c1	u
29	CC1=C(c2ccc(Cl)cc2)S(=O)(=O)NC1=NCCCN1CCN(c2cc(C)ccc2C)CC1	u
30	Cc1ccc(S(=O)(=O)c2nnn3c2nc(NCCc2ccccc2)c2sccc23)cc1	9.0%
31	CCCCN(C)c1nnc(NC(=O)Nc2ccc(Br)c(C)c2)s1	11.5%
32	COC(=O)c1ccccc1NC(=O)CCC(=O)N1CCOc2ccccc21	12.1%
33	COc1cc(-c2noc(-c3cc(C)[nH]n3)n2)cc(OC)c1OC	-6.2%
34	Cc1c(Cl)cccc1NC(=O)CSc1ccc(-c2ccccn2)nn1	10.0%
35	COc1ccc(N2CCN(S(=O)(=O)c3ccc(OC)c(-c4noc(C)n4)c3)CC2)cc1	u
36	CCS(=O)(=O)c1c(S(=O)(=O)CC)c2cc(C(C)(C)C)ccn2c1C(=O)c1ccc(F)cc1	-2.5%
37	COC(=O)c1cc(S(=O)(=O)NCC2CCN(Cc3cccc(F)c3)CC2)c[nH]1	5.9%
38	CCN(Cc1ccccc1)C(=O)C1CCC(CNS(=O)(=O)c2ccc3c(c2)CCCC(=O)N3)CC1 (stereo not drawn)	2.2%
39	Cc1ccc(Cl)cc1-n1nnc(-c2nc(-c3ccc4c(c3)OCO4)no2)c1C	-11.1%
40	COc1cccc(CNC(=O)Nc2ccc3c(c2)N(C)C(=O)c2ccccc2S3)c1	-11.2%
41	CCOc1ccccc1NC(=O)c1nn(C)c2c1CSc1ccccc1-2	u
42	Cc1ccc(-c2noc(-c3nnn(-c4ccc(Br)cc4F)c3C)n2)cc1	-12.5%
43	Cc1ccc(C)c(S(=O)(=O)c2nnn3c2nc(N2CCCC2)c2sccc23)c1	-0.2%
44	Cc1c(Cl)cccc1NC(=O)CCCn1nc(C)c2sc3ccccc3c2c1=O	-10.2%
45	N#Cc1c[nH]n2c(NC3CCCC3)c(-c3cccc(Br)c3)nc12	-7.2%
46	COc1ccc(C2C=C(c3ccc(Cl)cc3)Nc3nc(NC(=O)CCC(=O)O)nn32)cc1 (stereo not drawn)	u
47	COc1ccccc1CNC(=O)c1ccc(-c2nc(CS(=O)c3ccc(C)cc3)c(C)o2)cc1 (stereo not drawn)	-17.9%
48	Cc1ccc(S(=O)(=O)c2nnn3c2nc(NCc2ccccc2)c2sccc23)cc1	16.3%
49	COc1ccc(N2CCN(S(=O)(=O)c3csc(C(N)=O)c3)CC2)cc1	-8.6%
50	COc1ccc(-n2ccnc(NCc3cccs3)c2=O)cc1	-9.3%

Another view of some results above:
# | Tau fibril ThT | mol
41 | u | CCOc1ccccc1NC(=O)c1nn(C)c2c1CSc1ccccc1-2
44 | -10.2% | Cc1c(Cl)cccc1NC(=O)CCCn1nc(C)c2sc3ccccc3c2c1=O

Next compounds.
entry	Compound	Tau fibril ThT
51	CCOC(=O)c1c(C)[nH]c(C)c1S(=O)(=O)NCC(=O)Nc1cc(C)ccc1OC	-7.4%
52	COc1ccccc1N1CCN(c2ccc(=O)n(CC(=O)NCc3ccc(F)cc3)n2)CC1	-3.8%
53	Cc1ccc(Cl)cc1NC(=O)CN1C(=O)COc2ccc(S(=O)(=O)N3CCOCC3)cc21	14.2%
54	Cn1nc(C(=O)NCc2ccc(F)cc2)c2c1-c1ccccc1SC2	-7.3%
55	CC1Cn2c(C(=O)NCCc3ccc(Cl)cc3)cc3cccc(c32)S1 (stereo not drawn)	-5.2%
56	Cc1ccc(NC(=O)CN2C(=O)CSc3ccc(S(=O)(=O)N(C)C)cc32)c(C)c1	-13.0%
57	Cc1c(Cl)cccc1Nc1nc2ccc(C(=O)c3ccccc3)cc2n2cnnc12	-2.0%
58	CCn1c(C)c(C)c2cc(C(=O)NCCc3cc(OC)ccc3OC)ccc21	u
59	O=C(CN1C(=O)COc2ccc(S(=O)(=O)N3CCCCC3)cc21)NCc1ccc(Cl)cc1	-9.8%
60	Cc1ccc(NC(=O)CSc2nnc(COc3ccc(Cl)cc3)o2)c(C)c1	8.4%
61	CCOc1ccccc1-n1nnc(-c2nc(-c3ccccc3C)no2)c1C	2.0%
62	COc1ccc(-c2nc3c(c(SCc4ccc(Br)cc4)n2)Cc2c(CO)cnc(C)c2O3)cc1	3.0%
63	O=c1c2oc3ccccc3c2n(Cc2cccc(Cl)c2)c(=O)n1Cc1ccc2c(c1)OCO2	-5.0%
64	O=C(CSc1nncn2c1cc1occc12)Nc1ccccc1C(F)(F)F	-14.3%
65	Cc1cccc(NC(=O)CN2C(=O)COc3ccc(S(=O)(=O)N4CCC(C)CC4)cc32)c1C	4.5%
66	COc1cccc(CNC(=O)CN2C(=O)COc3ccc(S(=O)(=O)N4CCCCC4)cc32)c1	4.7%
67	CCc1nc(-c2cc(S(=O)(=O)N3CCN(c4ccccc4)CC3)ccc2OC)no1	u
68	COc1ccc2c(c1)c1c(c(=O)n(-c3cccc(C)c3)c(=O)n1CC(=O)NCc1ccc(C)cc1)n2C	16.2%
69	CCOc1ccc(NC(=O)Cn2c(=O)n(Cc3ccco3)c(=O)c3oc4ccccc4c32)cc1	-9.2%
70	Cc1ccc(OCC(=O)Nc2nonc2-c2ccc(Br)cc2)cc1C	-16.4%
71	CCOc1ccc(N(CC)S(=O)(=O)N2CCCC(C(=O)NCc3ccc(Cl)cc3)C2)cc1 (stereo not drawn)	-15.9%
72	Cc1cccc(N2CCN(c3nc4ccc(C(=O)c5ccccc5)cc4n4cnnc34)CC2C)c1 (stereo not drawn)	0.3%
73	CCc1ccccc1NC(=O)CN1CCCN(Cc2cc(C)ccc2C)S1(=O)=O	-11.9%
74	COc1ccc(Cl)cc1NC(=O)N1CC(=O)Nc2sc3c(c2C1c1ccccc1)CCCC3 (stereo not drawn)	9.0%
75	CN(Cc1ccccc1)c1nc2c(S(=O)(=O)c3ccccc3)nnn2c2ccsc12	6.9%

Other structures.
entry	Compound	Tau fibril ThT
76	CC1=C(c2ccc(C(C)C)cc2)S(=O)(=O)NC1=NCc1ccc(Cl)cc1	-2.7%
77	Cc1ccc2nc(N3CCN(c4cccc(Cl)c4)CC3)c3nnnn3c2c1	u
78	COc1ccc(-c2cc(C)no2)cc1S(=O)(=O)N1CCN(c2ccccc2F)CC1	-0.3%
79	CCOc1ccc(NC(=O)C2CCN(c3nnc(C)c4c(C)n(-c5ccccc5)nc34)CC2)cc1	3.8%
80	COc1cc(NC(=O)NC(C)c2c(-n3cccc3)sc3c2CCCC3)cc(OC)c1OC (stereo not drawn)	3.2%
81	CCOC(=O)c1c(C)[nH]c(C)c1S(=O)(=O)N1CCC(C(=O)Nc2ccccn2)CC1	5.3%
82	Cc1cc(C)c(NC(=O)CSc2ncc3c(n2)-c2cc(Cl)ccc2N(C)S3(=O)=O)c(C)c1	-6.6%
83	Cc1nn(C(C)C(=O)NC2CCCCC2)c(=O)c2c1sc1ccccc12 (stereo not drawn)	u
84	Cc1c(C(=O)NCc2cccc(F)c2)oc2c1-c1[nH]ncc1CC2	-13.6%
85	O=C(NCc1cccc(F)c1)C1CCN(c2nc3ccccc3nc2C(F)(F)F)CC1	9.3%
86	CCc1ccc(CNC(=O)C2CCCN(c3nnc(C)c4c(C)n(-c5ccc(OC)cc5)nc34)C2)cc1 (stereo not drawn)	u
87	Fc1ccc(CSc2nncn3c2cc2occc23)c(Cl)c1	-13.1%
88	COc1ccc(Cn2c(C(=O)O)c(CNCc3cccc(OC)c3)c3ccc(C)cc32)cc1	4.6%
89	Clc1ccc(CCNC(c2nnc(-c3ccccc3)o2)c2ccccc2Cl)cc1 (stereo not drawn)	-6.6%
90	Cc1ccc(-n2c(=O)c3oc4ccccc4c3n(Cc3ccccc3F)c2=O)cc1C	5.8%
91	Cc1cccc(C)c1NC(=O)CSc1nc(-c2ccccc2)nc2c1Cc1c(CO)cnc(C)c1O2	-3.1%
92	COc1cccc2c1Oc1ncccc1N(c1ccc(C(=O)NCc3ccccc3C)s1)C2	5.1%
93	CCCn1c(=O)c2sccc2n2c(CCCC(=O)NCCOC)nnc12	5.8%
94	CCCSCCCNC(=O)c1sc2nc(C)cc(C)c2c1-n1cccc1	1.2%
95	COc1ccc2c(c1)c1c(c(=O)n(-c3cccc(C)c3)c(=O)n1CC(=O)NCC1CCCO1)n2C (stereo not drawn)	3.8%
